AGP1-GFP MLPCN: alters AGP1-GFP fluorescence in TOR pathway yeast screen | AID 2066 | 0.02% of 320,000 active | GFP response vs DMSO, % at 10 µM | S. cerevisiae AGP1-GFP multiplex flow cytometry, 3 h; GFP as percent of DMSO wells;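 active = GFP response relative to DMSO above a set limit, near screen average plus 3 SD, cut at about 150% in these data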;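 note: median GFP channel fluorescence of the gated AGP1 strain per well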
LAP4 TOR yeast: alters LAP4-GFP fluorescence in TOR pathway yeast screen | S. cerevisiae LAP4-GFP multiplex, flow cytometry GFP, 3 h; median GFP as percent of DMSO wells | GFP response vs DMSO, % at 10 µM | 0.34% of 320,000 active;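 active = GFP response vs DMSO above a set limit, about the screen mean plus 3 SD, cut at about 150% in these data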
Yeast superoxide: lowers age-related superoxide in aged yeast cells. S. cerevisiae aged cells, superoxide DHE fluorescence; stronger effect = lower value. superoxide response (% of plate mean), % at 10 µM. 0.18% of 330,000 active. AID 2690;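 active = superoxide response under a set limit, about three screen SD below normal, cut at about 65% in these data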;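 note: yeast aged for seven days with compound at 30 °C before DHE staining; 100% = average MFI of all compound-treated wells on the plate with controls excluded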
CIT2 TOR yeast: yeast TOR pathway CIT2-GFP modulation. S. cerevisiae CIT2-GFP strain, flow cytometry, 3 h; 100 means same as DMSO wells. GFP response vs DMSO, % at 10 µM. 0.065% of 320,000 active. AID 2029;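 active = GFP response relative to DMSO above a set limit, near the screen mean plus 3 SD, cut at about 150% in these data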;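 note: ratio of well median GFP fluorescence to mean of DMSO wells on the plate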
AHR activator: activators of human aryl hydrocarbon receptor; AHR-responsive luciferase reporter cells, luminescence; 2.5% of 320,000 active; activation, % at 5 µM; P35869; in the data active = activation above about 47%;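 note: 0% = vehicle wells and 100% = reference agonist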
Target sequence (P35869 whole entry, looked up): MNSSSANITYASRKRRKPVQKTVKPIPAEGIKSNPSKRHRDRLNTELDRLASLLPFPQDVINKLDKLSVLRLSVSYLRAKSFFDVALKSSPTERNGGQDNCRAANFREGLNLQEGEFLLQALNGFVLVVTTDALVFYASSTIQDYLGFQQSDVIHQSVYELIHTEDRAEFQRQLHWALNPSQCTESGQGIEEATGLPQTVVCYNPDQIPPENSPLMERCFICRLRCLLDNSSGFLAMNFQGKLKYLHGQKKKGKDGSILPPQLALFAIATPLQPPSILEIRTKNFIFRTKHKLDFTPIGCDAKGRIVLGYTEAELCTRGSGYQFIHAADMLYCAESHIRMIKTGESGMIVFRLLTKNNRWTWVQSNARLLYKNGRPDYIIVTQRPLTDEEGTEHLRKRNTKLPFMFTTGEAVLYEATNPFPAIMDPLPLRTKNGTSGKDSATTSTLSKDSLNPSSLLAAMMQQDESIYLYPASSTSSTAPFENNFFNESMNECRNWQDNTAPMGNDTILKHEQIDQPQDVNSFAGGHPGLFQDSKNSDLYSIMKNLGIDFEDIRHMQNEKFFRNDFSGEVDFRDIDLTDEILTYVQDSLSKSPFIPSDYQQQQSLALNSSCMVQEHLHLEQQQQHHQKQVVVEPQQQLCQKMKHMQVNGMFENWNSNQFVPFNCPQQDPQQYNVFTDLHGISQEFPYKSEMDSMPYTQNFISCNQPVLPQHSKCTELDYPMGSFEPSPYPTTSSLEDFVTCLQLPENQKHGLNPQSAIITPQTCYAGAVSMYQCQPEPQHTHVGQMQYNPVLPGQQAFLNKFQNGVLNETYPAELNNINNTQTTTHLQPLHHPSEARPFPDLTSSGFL
MEP2 TOR yeast: alters MEP2-GFP fluorescence in TOR pathway yeast screen. S. cerevisiae MEP2-GFP strain, flow cytometry GFP, 3 h; 100% = DMSO control level. GFP response vs DMSO, % at 10 µM. 0.51% of 330,000 active;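 active = GFP response versus DMSO above a set limit, roughly screen mean plus 3 SD, cut at about 180% in these data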;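 note: median GFP fluorescence of the barcode-gated MEP2-GFP cells per well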
RPL19A-GFP yeast: yeast TOR pathway RPL19A-GFP modulation | percent response vs DMSO, % at 10 µM | 0.3% of 330,000 active | S. cerevisiae RPL19A-GFP strain, flow cytometry, 3 h; stronger effect = lower value | AID 2025;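 active = percent response vs DMSO below 50%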;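 note: median channel GFP fluorescence of the barcoded RPL19A-GFP strain; ratio of sample median GFP to plate DMSO average so 100% = DMSO; lower means less RPL19A-GFP as with rapamycin TOR inhibition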
Efflux pump inh: antifungal efflux pump inhibition, Nile Red retention; S. cerevisiae Candida pump triplex; inhibition, % at 10 µM; 0.44% of 330,000 active; AID 485275;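 active = plate passing quality check with inhibition over a set limit, or well fluorescence over plate mean plus 4 SD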;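 note: Nile Red retained in pooled yeast measured as flow cytometry median fluorescence; 0% = buffer negative control and 100% = Enniatin B positive control; higher means more Nile Red kept so more efflux inhibition; some compounds called inactive have numbers as strong as hits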
* hit, by the source's call; / = not tested or not shown.

SMILES	AGP1-GFP MLPCN	LAP4 TOR yeast	Yeast superoxide	CIT2 TOR yeast	AHR activator	MEP2 TOR yeast	RPL19A-GFP yeast	Efflux pump inh
COc1ccc(CN(C)C(=O)c2ccccc2OCc2c(C)noc2C)cc1OC	95	93	70	97	0	92	93	0.0
Cc1nc(S(=O)(=O)N2CCN(C3c4ccccc4-c4ccccc43)CC2)cn1C	115	111	95	112	-2	102	102	-0.1
O=C(Cn1ccc([N+](=O)[O-])n1)N1CCCCCC1	98	100	90	90	-1	97	92	0.0
CC(C)(C)NC(=O)C(c1ccccc1F)N(Cc1ccco1)C(=O)c1csnn1 (configuration not stated)	98	87	100	101	-2	101	101	0.0
Cc1cc(Oc2ccc(=O)[nH]n2)nc(Cl)n1	99	97	107	107	10	104	110	-0.1
COc1cc(OC)cc(-c2c(-c3ccc(F)cc3)c3cc(-c4ccc5cc[nH]c5c4)ccc3n2C)c1	124	124	96	117	9	112	121	0.1
O=C1C2ON(c3ccccc3)C(c3ccccc3F)C2C(=O)N1c1ccccc1 (configuration not stated)	99	96	109	114	5	105	98	-0.5
Cc1ccc(S(=O)(=O)NNC2CC(=O)N(c3ccc(Br)cc3)C2=O)cc1 (configuration not stated)	105	95	129	107	2	112	108	0.3
Cc1cc(C(=O)Nc2c(C)nn(Cc3ccc(F)cc3)c2C)on1	95	102	104	98	0	100	96	-0.4
CCOc1ccc(C(NC(=O)CC)c2c(O)ccc3ccccc23)cc1 (configuration not stated)	106	98	102	105	5	106	114	0.0
COc1cc(OC)cc(C(=O)NCCCNC(=O)c2ccccn2)c1	91	77	115	/	16	98	108	0.0
COc1ccc(NS(=O)(=O)c2ccc(NC(=O)c3ccccn3)cc2)cc1	107	108	98	100	0	106	100	-0.1
CCSC1=C(C#N)C2(CCCCC2)C2=C(CC(C)(C)CC2=O)N1	92	98	99	96	1	98	94	0.1
Cc1cnc(C(=O)NC(C)CCc2ccccc2)cn1 (configuration not stated)	105	104	99	98	2	103	101	-0.2
CCc1ccc2[nH]c(O)c(N=Nc3nc(-c4ccccc4)cs3)c2c1	109	117	108	102	63*	112	99	0.9*
O=C(Nc1ccc(Br)cn1)c1cccc2ccccc12	97	106	102	97	70*	95	98	-0.1
CCCC(=O)Nc1ccccc1NC(=O)c1ccc(OCC)cc1	108	98	94	107	14	106	105	-0.1
O=[N+]([O-])c1cccc(OCC(O)CN2CCN(S(=O)(=O)c3cc(Cl)ccc3Cl)CC2)c1 (configuration not stated)	99	93	116	104	1	100	102	-0.1
Cn1nnnc1SCC(=O)C(C)(C)C	92	87	108	83	0	90	97	0.0
COc1cc(/C=N/Nc2cccc(C)c2)ccc1OC(=O)c1cccs1	105	106	92	103	7	123	108	0.1
COc1ccccc1-c1cc(C(=O)N2CCN(c3ccccc3)CC2)no1	101	104	91	96	6	97	94	-0.1
CN(Cc1ccccc1)C1CC(=O)N(c2ccc(C(=O)O)cc2)C1=O (configuration not stated)	103	110	92	112	-3	107	102	-0.1
COc1cc2cnc(-c3ccccc3)c(-c3ccc(C#N)cc3)c2cc1OC	109	105	87	101	9	102	102	-0.1
O=C1CC2(CCN(C(=O)C3CC(=O)N(c4ccccc4)C3)CC2)Oc2ccccc21 (configuration not stated)	105	102	105	97	-2	103	97	0.0
CN(C(=O)COC(=O)C1c2ccccc2Oc2ccccc21)C1CCS(=O)(=O)C1 (configuration not stated)	102	103	111	114	4	108	106	0.0
COc1ccccc1NS(=O)(=O)c1cc(NC(=O)c2cc[n+]([O-])cc2)ccc1N1CCCC1	104	100	95	111	6	102	94	-0.1
Cc1ccc(Cn2c(N3CCCCCC3)nc3c2c(=O)[nH]c(=O)n3C)cc1	86	95	87	88	12	93	89	0.3
CN(C)/C=C/C(=O)C(F)(F)F	103	100	118	102	3	110	108	0.1
O=C(/C=C/c1ccccc1)NCCC1=CCCCC1	90	89	105	93	15	103	102	0.2
Cc1ccc(S(=O)(=O)NC(=O)Nc2ccccc2)cc1	88	83	108	93	6	104	100	0.0
COc1ccc(/C=C2\SC(=NCc3ccccc3)NC2=O)cc1	104	102	120	104	14	114	103	0.2
CCOc1ccc(S(=O)(=O)NCC(=O)OCc2nnc(-c3ccccc3)o2)cc1	99	99	108	104	-2	97	98	-0.1
NC(=O)C1CCN(CC(=O)Nc2ccccn2)CC1	106	121	101	105	1	97	98	0.0
CC(C)C1CC(CCNCc2ccc(N(C)C)cc2)(c2ccccc2)CCO1 (configuration not stated)	93	95	95	96	-1	97	97	-0.1
Cc1ccc(S(=O)(=O)N(CC(=O)NCC2CCCO2)C2CCCCC2)cc1 (configuration not stated)	93	100	91	89	-1	96	102	0.5
O=C(COC(=O)c1cccc(C(=O)OCC(=O)c2ccc(Br)cc2)n1)c1ccc(Br)cc1	109	104	100	102	1	100	106	0.0
O=C(NCCn1ccc2ccccc21)c1ccc2c(c1)OCO2	86	94	121	78	19	93	91	0.4
CCN(CC)C(=O)c1cnn(-c2ccccc2)c1NC(=O)c1cccc(F)c1	97	97	129	98	-1	98	94	0.2
COC(=O)c1sccc1NC(=S)N1CCC(C)CC1	91	103	92	88	9	97	99	0.1
CC(=O)Nc1ccc(NC(=O)CSc2ncnn2-c2ccccc2)cc1	95	87	91	/	-2	96	98	-0.2
COc1c(Cl)cc(Cl)cc1CNc1ccc(S(N)(=O)=O)cc1	102	96	107	96	0	104	100	0.1
COc1ccc(C(C)=O)cc1CSc1ncccn1	110	120	112	102	16	114	93	-0.1
CN(Cc1ccccc1)C1CCCN(C(=O)c2ccc(Cl)s2)C1 (configuration not stated)	100	90	103	103	-3	103	101	0.1
COc1ccccc1CNc1n[nH]c(NCc2ccccc2OC)n1	107	101	94	112	20	104	102	0.0
Cc1ccccc1NC(=O)c1cc(S(=O)(=O)N2CCCCC2)cs1	104	96	118	99	0	97	100	-0.1
Cc1cc([N+](=O)[O-])nn1CC(=O)NNC(=S)Nc1ccc([N+](=O)[O-])cc1	98	97	96	95	10	99	95	-0.1
O=C(O)c1cc(NS(=O)(=O)c2ccc(N3CCOCC3)c([N+](=O)[O-])c2)cc(C(=O)O)c1	82	83	106	110	1	90	115	0.5
CCOC(=O)c1sc2nc(SCC#N)n(CC3CCCO3)c(=O)c2c1C (configuration not stated)	102	102	85	109	-2	103	104	0.1
Cc1ccc(S(=O)(=O)C(C#N)=C2N(C)c3ccccc3N2C)cc1	93	96	113	94	27	101	104	0.1
CCOC(=O)c1c(C)[nH]c(C)c1S(=O)(=O)N(C)CC(=O)Nc1ccccc1	104	99	106	105	9	109	101	0.0
Cc1ccc(NC(=O)c2c(C)nc3ccccn23)cc1C	105	100	100	96	-2	98	100	0.1
Cc1c(Cl)cccc1NC(=O)CSC(N)=O	108	114	89	103	9	94	94	0.0
CSC(C(=O)c1cc2ccccc2o1)c1ccccc1 (configuration not stated)	92	87	105	90	4	87	92	-0.4
O=C(Oc1cc(=O)oc2ccccc12)c1ccco1	93	93	105	92	18	105	95	0.2
CCc1ccc(OCc2nc(-c3ccccn3)no2)c(Br)c1	95	121	99	93	-6	98	97	0.1
CCCn1nc(C(=O)N(C)CC(=O)Nc2ccc(OCC)c(OCC)c2)c2ccccc2c1=O	94	95	94	93	5	95	95	0.1
COc1ccc(OC)c(NS(=O)(=O)c2ccc(NC(=O)c3ccc(NS(C)(=O)=O)cc3)cc2)c1	112	106	101	113	8	105	110	0.0
CCN1CCN(C(c2ccccc2)c2sc3nc(C)nn3c2O)CC1 (configuration not stated)	103	99	85	100	1	97	97	0.1
Cc1cccc(OCc2nnc(SCC(=O)O)n2-c2ccccc2)c1	102	94	104	100	0	100	103	0.4
COc1ccc(NC(=O)Nc2c(C)n(-c3ccccc3)c(=O)n2C)cc1OC	95	97	106	99	1	98	92	-0.1

The listing continues:
SMILES	AGP1-GFP MLPCN	LAP4 TOR yeast	Yeast superoxide	CIT2 TOR yeast	AHR activator	MEP2 TOR yeast	RPL19A-GFP yeast	Efflux pump inh
CC(CCc1ccccc1)NC(=O)/C=C/c1ccccc1 (configuration not stated)	100	117	95	102	14	103	101	-0.1
COC(=O)c1ccc(-n2ccnc2)cc1	99	97	93	103	5	106	105	-0.1
COC(=O)c1ccc(CSc2nc3sc(C)c(C)c3c(=O)[nH]2)cc1	113	127	99	121	-1	140	101	0.0
C=CCn1c(SCC(=O)NCc2ccccc2)nnc1-c1cc(Br)ccc1O	97	97	124	101	4	96	95	0.0
CCN1C/C(=C/c2ccc(OC)c(O)c2)C(=O)/C(=C/c2ccc(OC)c(O)c2)C1	98	122	122	102	-4	103	94	0.0
CCOc1ccccc1CN1CCC(O)CC1	94	94	100	96	0	96	95	-0.1
N#C/C(=C\c1c(Cl)cccc1Cl)c1nc2ccccc2o1	94	78	107	102	2	95	101	0.3
O=C1C(Cl)=C(N2CCOCC2)C(=O)N1c1ccccc1	97	100	121	97	-2	100	97	-0.1
O=C(CN(Cc1ccco1)S(=O)(=O)c1ccccc1)N/N=C/c1ccccc1C(=O)O	108	99	96	101	2	103	106	-0.1
COc1ccc(N2CCN(C(CNS(=O)(=O)c3ccccc3)c3ccccc3)CC2)cc1 (configuration not stated)	105	93	80	105	2	114	104	0.1
CC1=Nc2cc([N+](=O)[O-])ccc2NC(C)(C)C1	104	96	95	105	3	97	100	0.0
Cc1ccc(C(=O)Nc2ccc(CC(=O)O)cc2)o1	106	100	106	108	-7	102	100	0.0
Nc1cc(N)nc(SCC(=O)Nc2ccc(Br)cc2Cl)n1	107	99	83	101	12	123	104	-0.2
Cc1ccc(S(=O)(=O)NC(=O)Nc2ccc(F)cc2)cc1	103	104	115	102	1	103	102	0.1
COc1ccc(CNC(=O)CSc2n[nH]c(C)c2[N+](=O)[O-])cc1	97	89	104	86	3	98	103	-0.1
O=C(NCc1ccc2c(c1)OCO2)c1c[nH]c2ccc(S(=O)(=O)N3CCOCC3)cc2c1=O	93	97	97	113	-1	102	102	0.0
O=C(Nc1ccc(Br)cn1)c1ccc2nccnc2c1	101	102	86	108	10	105	100	-0.1
Cc1ccc(S(=O)(=O)c2ccc([N+](=O)[O-])cn2)cc1	95	146	105	84	-2	100	77	-0.4
CCCCCCn1c(SCC(=O)c2c(N)n(C)c(=O)n(C)c2=O)nc2ccccc21	99	98	107	104	0	99	96	-0.1
O=C(NC(=S)NC1CCS(=O)(=O)C1)c1cccc([N+](=O)[O-])c1 (configuration not stated)	111	95	91	155*	8	107	98	0.1
OC(CN1CCN(c2ccc(F)cc2)CC1)c1ccc(Cl)cc1 (configuration not stated)	113	109	100	107	0	100	94	0.0
Cc1nn(-c2ccccc2)c(C)c1-c1nnc(C(F)(F)F)o1	94	104	94	100	-4	110	104	0.0
COc1cc(C(=O)Nc2cc(C)ccc2C)ccc1OCc1c(C)noc1C	100	96	100	102	-5	102	103	0.1

Five of the compounds above, in markdown:
| smiles | AGP1-GFP MLPCN | LAP4 TOR yeast | Yeast superoxide | CIT2 TOR yeast | AHR activator | MEP2 TOR yeast | RPL19A-GFP yeast | Efflux pump inh |
| --- | --- | --- | --- | --- | --- | --- | --- | --- |
| O=C(NC(=S)NC1CCS(=O)(=O)C1)c1cccc([N+](=O)[O-])c1 (configuration not stated) | 111 | 95 | 91 | 155* | 8 | 107 | 98 | 0.1 |
| Cc1ccc(S(=O)(=O)c2ccc([N+](=O)[O-])cn2)cc1 | 95 | 146 | 105 | 84 | -2 | 100 | 77 | -0.4 |
| O=C(Nc1ccc(Br)cn1)c1ccc2nccnc2c1 | 101 | 102 | 86 | 108 | 10 | 105 | 100 | -0.1 |
| COc1ccc(N2CCN(C(CNS(=O)(=O)c3ccccc3)c3ccccc3)CC2)cc1 (configuration not stated) | 105 | 93 | 80 | 105 | 2 | 114 | 104 | 0.1 |
| O=C(NCc1ccc2c(c1)OCO2)c1c[nH]c2ccc(S(=O)(=O)N3CCOCC3)cc2c1=O | 93 | 97 | 97 | 113 | -1 | 102 | 102 | 0.0 |

Screening data: PubChem, several laboratories
